Bioassay records as filed in PubChem BioAssay.
SR-BI uptake up: activators of SR-BI mediated DiI-HDL uptake, primary screen, ldlA[mSR-BI] CHO cells, DiI fluorescence; 3 h; 100 = double the neutral-control signal; activation, % at 12.5 µM; 320,000 tested, 0.096% active; AID 504775, 2011;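 active = mean replicate activation of at least 60% and every replicate at or above 60%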;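 note: 0% = median plate neutral-control signal and 100% = twice that signal; values of inactives mirror those of a sister screen read the other way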
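Material – SR-BI-overexpressing, LDLR-lacking CHO cells · Medium – BSA-supplemented, HEPES-buffered Ham's F12, pH 7.4 · Doses – single concentration · Times – compound with DiI-HDL co-incubation, 3 h at 37 °C · Measured by – bottom-read fluorescence, 550/595 nm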
SR-BI HDL uptake: inhibitors of SR-BI mediated HDL lipid uptake, primary screen, ldlA[mSR-BI] cells, fluorescence, single point; Scavenger receptor class B member 1 (Mus musculus), Q61009; 320,000 tested, 0.96% active; ldlA[mSR-BI] CHO cells, DiI-HDL uptake fluorescence, 3 h; AID 488896, 2010; inhibition, % at 12.5 µM;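 active = mean replicate inhibition of at least 70% and a set share of replicates each scoring 70 or more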;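 note: 0% = median of neutral control wells and 100% = median of positive control wells; values of inactives mirror those of a sister screen read the other way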
RTF Ca sens inh: cardiac RTF calcium sensitivity inhibitors, primary screen, biochemical, IANBD-TnC fluorescence, EC70 calcium; Troponin I, cardiac muscle (Homo sapiens) + Troponin T, cardiac muscle (Homo sapiens) + …; IANBD-labeled cardiac RTF, Ca2+ fluorescence; inhibition, % at 7.15 µM; 340,000 tested, 0.12% active; AID 493244, 2011;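 active = inhibition above the mean inhibition of all tested compounds plus 3 SD, cut at about 17% in these data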;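 note: assay run at fixed EC70 calcium of 1.6 mM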
PKA-R2B act: activators of PKA-R2B holoenzyme, primary screen, biochemical, fluorescence polarization, Cy5-IP20, human. PKA-R2B holoenzyme dissociation; R2B truncated from residue 108, S112A mutant; 0% DMSO only, 100% 113 µM cGMP. activation, % at 11.4 µM. 340,000 tested, 0.079% active;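 active = activation above a cutoff set at the mean over all compounds plus 3 SD, cut at about 18% in these data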;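 note: higher means more holoenzyme dissociation and a rise in polarization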
Target sequence (P31323 whole entry, looked up, other chains not shown, the tested form may be a part): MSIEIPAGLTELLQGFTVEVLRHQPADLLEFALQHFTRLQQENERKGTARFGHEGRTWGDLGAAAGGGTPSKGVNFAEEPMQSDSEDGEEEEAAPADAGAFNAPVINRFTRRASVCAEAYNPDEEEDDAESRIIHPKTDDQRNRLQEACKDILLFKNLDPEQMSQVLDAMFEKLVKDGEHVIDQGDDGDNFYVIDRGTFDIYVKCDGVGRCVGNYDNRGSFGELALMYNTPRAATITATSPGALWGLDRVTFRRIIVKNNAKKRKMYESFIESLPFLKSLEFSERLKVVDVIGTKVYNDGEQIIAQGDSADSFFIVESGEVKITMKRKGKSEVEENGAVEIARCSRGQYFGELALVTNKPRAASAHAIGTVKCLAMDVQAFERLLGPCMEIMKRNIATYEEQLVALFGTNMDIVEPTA
C-LANA FP: inhibitors of KSHV C-LANA binding to DNA, primary screen, biochemical, fluorescence polarization, FAM-LBS DNA, MBP-C-LANA, single point | inhibition, % at 9 µM | 340,000 tested, 0.078% active | AID 504423, 2011;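 active = highest replicate inhibition at or above 60% at 9 µM, even if other replicates fall short; inactive = all replicates below 60% inhibition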;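 note: 0% = neutral control wells and 100% = 4 µM acridine orange control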
DAGLB inh: DAGLB lipase inhibitors, primary screen, biochemical, fluorescence, HTS; Diacylglycerol lipase-beta (Homo sapiens), Q8NCG7; HEK293T DAGLB membrane lysate, EnzChek fluorogenic substrate; inhibition, % at 5.17 µM; 340,000 tested, 0.059% active; in the data active = inhibition above about 34%;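 note: 0% = enzyme with vehicle and 100% = wells lacking enzyme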
Target sequence (Q8NCG7 whole entry, looked up): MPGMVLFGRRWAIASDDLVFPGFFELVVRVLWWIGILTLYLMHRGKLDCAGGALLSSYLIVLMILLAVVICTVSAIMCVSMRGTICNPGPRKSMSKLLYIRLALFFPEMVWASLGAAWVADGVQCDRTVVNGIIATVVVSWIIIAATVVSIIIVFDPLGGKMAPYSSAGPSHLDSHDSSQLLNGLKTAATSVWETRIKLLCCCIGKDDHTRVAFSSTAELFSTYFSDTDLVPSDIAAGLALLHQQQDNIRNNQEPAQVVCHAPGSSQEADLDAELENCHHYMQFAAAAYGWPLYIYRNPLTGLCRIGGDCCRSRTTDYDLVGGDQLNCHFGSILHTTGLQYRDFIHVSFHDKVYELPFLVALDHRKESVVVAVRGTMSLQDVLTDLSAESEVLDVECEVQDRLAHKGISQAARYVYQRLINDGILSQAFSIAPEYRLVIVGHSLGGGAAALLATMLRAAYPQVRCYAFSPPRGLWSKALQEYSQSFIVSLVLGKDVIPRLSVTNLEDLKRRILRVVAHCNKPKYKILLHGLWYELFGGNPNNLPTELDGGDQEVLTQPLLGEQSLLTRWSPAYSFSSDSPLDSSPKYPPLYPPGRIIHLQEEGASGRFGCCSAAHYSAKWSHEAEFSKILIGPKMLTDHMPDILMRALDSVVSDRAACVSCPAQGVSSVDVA
PvdQ inh: P. aeruginosa PvdQ acylase inhibitors, primary screen, biochemical, fluorescence, plate reader and imaging, single point; PvdQ acylase [Pseudomonas aeruginosa LESB58]; purified PvdQ acylase; inhibition, % at 10 µM; 340,000 tested, 0.063% active; AID 488965, 2010; in the data active = inhibition above about 30%, passing the limit was not always enough;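 note: 0% = vehicle neutral wells and 100% = reference inhibitor wells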
Keap1 Nrf2 FP: Keap1-Nrf2 protein-protein interaction inhibitors, primary screen, biochemical, fluorescence polarization, single point; Kelch-like ECH-associated protein 1 (Homo sapiens), Q14145; Keap1 Kelch-Nrf2 peptide fluorescence polarization, 1536-well; inhibition, % at 9.4 µM; 340,000 tested, 0.15% active; AID 504523, 2011; in the data active = inhibition above about 12%;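 note: human Keap1 Kelch domain with fluorescein labeled Nrf2 9mer peptide probe; 0% = neutral control wells and 100% = peptide positive control; higher means more block of Keap1 binding to Nrf2 peptide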
Arrestin-AP2 inh: inhibitors of beta-arrestin/AP2 binding, primary screen, biochemical, GPCR trafficking, flow cytometry. beta-arrestin 1 C-terminal peptide binding to AP2 beta2-adaptin appendage (human). FITC-arrestin peptide / GST-AP2 beads; AP2 beta2 appendage carries R879A mutation. inhibition, % at 10 µM. 340,000 tested, 0.31% active. AID 504490, 2011;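 active = inhibition above a set limit, near 3 SD of compounds lacking own fluorescence, cut at about 54% in these data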;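 note: plate controls were DMSO wells for no effect and 5 µM unlabelled arrestin peptide for full effect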
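System: GST-AP2 R879A bound to glutathione beads, E. coli-expressed. Also added: 50 nM FITC-arrestin peptide. Schedule: compound with beads 12 min RT, then probe 1 h RT. Signal: bead flow cytometry, FITC channel. Read-out basis: percent response.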
NSD2 inh: NSD2 histone methyltransferase inhibitors, primary screen, biochemical, AlphaScreen, single concentration, set 2 | Histone-lysine N-methyltransferase NSD2 (Homo sapiens), O96028 | NSD2 peptide methylation, 120 min | inhibition, % at 12.5 µM | 310,000 tested, 0.54% active | AID 743445, 2014; in the data active = inhibition above about 50%
Starred values were filed as active, the others as inactive; . = not tested or not shown. Rows are unselected (roughly 2.1% active in at least one column).

SMILES	SR-BI uptake up	SR-BI HDL uptake	RTF Ca sens inh	PKA-R2B act	C-LANA FP	DAGLB inh	PvdQ inh	Keap1 Nrf2 FP	Arrestin-AP2 inh	NSD2 inh
CC(=O)c1ccc2c3c(cccc13)CC2	9	-9	2	1	0.2	-4	-15	-4	6	0
O=C(Oc1ccc(-c2cnc3ccccc3n2)cc1)c1cc([N+](=O)[O-])ccc1Cl	4	-4	-4	3	-1.4	-1	-15	-4	4	1
Cc1[nH]n(-c2ccc(Br)cc2)c(=O)c1C=Nc1ccc(S(=O)(=O)Nc2nccs2)cc1	-36	36	-2	-10	-0.6	7	-6	-6	5	7
CCC(C)Cn1cnc2c(SCc3ccccn3)nc(N)nc21 (stereo not drawn)	-18	18	-4	-11	0.0	-3	-16	0	2	-1
COc1ccc(NC(=O)Cn2c(-c3ccc(OC)cc3)cn(-c3ccc(C)cc3)c2=O)cc1	-5	5	8	-2	-0.3	-6	9	-8	10	1
COc1ccc([N+](=O)[O-])cc1N/C(=N/S(=O)(=O)c1ccccc1)c1ccccc1	-73	73*	-3	-6	0.4	-3	2	-3	20	1
Cn1cnnc1Sc1ccc(CN2CCN(C3CCCC3)C(CCO)C2)o1 (stereo not drawn)	1	-1	3	0	-0.7	-1	-5	1	-10	-1
CC(OC(=O)Cc1n[nH]c(=O)c2ccccc12)C(=O)Nc1ccc(F)cc1Cl (stereo not drawn)	-10	10	9	-7	-1.0	-1	-7	-5	2	-2
Cc1noc(C)c1CSc1nnc(-c2ccccc2F)n1CCc1ccccc1	20	-20	-4	-5	0.3	-1	-10	-2	-2	0
O=C(Nc1ccc(F)c(Cl)c1)C1CC2CCC1C2 (stereo not drawn)	-1	1	-3	3	0.7	-6	-9	-1	-4	-6
O=C(OCC#CCSc1nnc(-c2cccc3ccccc23)o1)c1cccs1	-7	7	-6	10	-0.8	-8	-1	-1	0	-2
CN1CC=C2C(C#N)=C(N)C(C#N)(C#N)[C@H](c3ccoc3)[C@H]2C1	20	-20	-56	6	58	-5	-11	27*	3	.
COc1ccccc1NC(=O)CCC(=O)Nc1ccccc1OC	29	-29	11	1	-0.7	-3	1	2	22	6
Cc1nc(C(=O)NCC(=O)c2ccc(Cl)cc2)c(C(F)(F)F)o1	7	-7	-3	-5	-0.2	-3	-14	-4	-1	-4
CCOC(=O)c1[nH]ncc1CN1CCCC(C(=O)c2cc(Cl)ccc2OC)C1 (stereo not drawn)	-25	25	-1	4	-2.0	1	-14	-2	8	1
Cc1snnc1C(=O)NC(=S)Nc1ccccc1	12	-12	-4	3	-0.3	0	-7	-1	10	5
CC(C)COc1nc2ccccc2nc1N1CCN(C)CC1	6	-6	-3	-2	0.5	-3	-4	-1	-10	3
COC(=O)c1ccc(CSc2nc3cc(Cl)ccc3o2)cc1	13	-13	-2	-2	0.5	-12	-13	1	-7	22
CCOC(=O)c1sc2nc3c(cc2c1N)C(=O)CC(C)(C)C3	-15	15	-9	2	0.4	-1	-14	-3	-5	0
CCOC(=O)C1(C(F)(F)F)N=C(C(F)(F)F)Nc2ccccc21 (stereo not drawn)	20	-20	4	-13	-0.7	1	6	0	19	.
CC1(C)CC(=O)C=C(NCCN2CCN(C(=S)Nc3ccc(F)cc3)CC2)C1	3	-3	-11	1	0.6	-1	-14	-3	-9	-6
CN1CCN(C(=O)c2cc(-c3cccc(Cl)c3)on2)CC1	18	-18	0	1	-0.9	-3	-8	0	1	1
O=C(Nc1ccc(N2CCOCC2)cc1)NC1CCCCC1	5	-5	8	-10	1.5	-2	4	-3	25	0
O=C(/C=C/c1ccccc1)Oc1coc(CSc2ncccn2)cc1=O	.	.	-8	0	-0.2	-3	-8	-4	4	2
Cc1cc(C)n2nc(SCC(=O)NCc3ccco3)nc2n1	25	-25	-4	-6	0.3	-3	-14	2	-9	20

A different layout for 3 compounds above.
mol,SR-BI uptake up,SR-BI HDL uptake,RTF Ca sens inh,PKA-R2B act,C-LANA FP,DAGLB inh,PvdQ inh,Keap1 Nrf2 FP,Arrestin-AP2 inh,NSD2 inh
Cc1snnc1C(=O)NC(=S)Nc1ccccc1,12,-12,-4,3,-0.3,0,-7,-1,10,5
Cn1cnnc1Sc1ccc(CN2CCN(C3CCCC3)C(CCO)C2)o1 (stereo not drawn),1,-1,3,0,-0.7,-1,-5,1,-10,-1
CC(=O)c1ccc2c3c(cccc13)CC2,9,-9,2,1,0.2,-4,-15,-4,6,0

(listing goes on)
SMILES	SR-BI uptake up	SR-BI HDL uptake	RTF Ca sens inh	PKA-R2B act	C-LANA FP	DAGLB inh	PvdQ inh	Keap1 Nrf2 FP	Arrestin-AP2 inh	NSD2 inh
COc1ccc(C2CN=NC2C(=O)c2ccccc2)cc1 (stereo not drawn)	-3	3	1	-9	1.7	-4	-5	-1	-1	-2
O=C(NCc1ccc(F)cc1)C1CCC(CNc2c(N3CCCCC3)c(=O)c2=O)CC1 (stereo not drawn)	49	-49	5	2	0.7	0	-1	2	10	0
O=C(CC1(O)C(=O)N(Cc2ccccc2Cl)c2ccccc21)c1ccco1 (stereo not drawn)	13	-13	-17	4	-1.0	-2	-12	1	5	4
CN=C1S/C(=C\c2cc(C)n(-c3ccccc3F)c2C)C(=O)N1C	9	-9	-1	-3	-1.8	-4	-7	-3	5	0
COc1ccc(/C=C/C(=O)NCC(=O)N=Nc2c(O)[nH]c3ccc([N+](=O)[O-])cc23)cc1	-22	22	-16	-10	1.5	2	-11	-5	-1	1
Cc1cccc(NC(=S)NCc2ccc(F)cc2)c1C	-20	20	-7	2	0.1	-4	5	-8	10	0
CCC1(CC)Cc2ccccc2-c2nc(NN)[nH]c(=O)c21	11	-11	8	-9	4.6	-1	-5	-1	-21	-6
COc1ccc(CNn2cnnc2)c(O)c1	5	-5	-2	5	-0.5	-3	-16	0	18	1
O=C(CSc1nnc(-c2cccnc2)n1Cc1ccco1)NCc1ccc2c(c1)OCO2	8	-8	-5	-4	0.0	0	-9	-2	6	0
C#CCNC(=O)C1=C[C@@H](c2ccc(C(F)(F)F)cc2)C[C@@H](OCCCCO)O1	-5	5	0	-7	-1.2	-2	9	-9	27	.
COc1ccc2[nH]c(=O)c(CN(Cc3cccs3)Cc3nnnn3C(C)(C)C)cc2c1	9	-9	-1	-1	0.3	-3	15	-6	4	1
COCCCN1CC(=O)N2C(c3ccc(OC)c(OC)c3)c3[nH]c4ccccc4c3C[C@H]2C1=O (stereo partly drawn)	10	-10	-5	-1	3.2	2	-6	2	32	-3
CC(C)(C)N(Cc1ccccc1)C(=O)COC(=O)CNC(=O)c1ccco1	35	-35	-9	-1	0.7	-2	-14	-2	7	1
O=C(Cn1ncc2c(=O)oc3ccccc3c21)NCCCN1CCCC1=O	15	-15	3	-2	-2.5	-2	-13	-1	-4	.
COc1ccc(OC)c(-c2nnc3n2N=C(c2ccc(OC(F)F)c(OCC4CC4)c2)CS3)c1	-18	18	6	-14	1.3	2	-14	-1	-2	.
CCOC(=O)COc1ccc(S(=O)(=O)N2CCN(c3ccc(OC)cc3)CC2)cc1	8	-8	4	-5	-0.5	5	-9	0	25	-8
Cc1cn(S(=O)(=O)c2ccc(Cl)cc2)c(C)n1	4	-4	6	-1	-0.7	-5	-11	1	0	-2
COc1ccc(OCC#CCn2ccnc2)cc1	25	-25	-24	-3	-2.4	-1	1	0	5	-1
CCN1CCCC1CNC(=O)C(NC(=O)C1CCC(C)CC1)C(C)C (stereo not drawn)	18	-18	-7	7	-0.6	1	-3	1	23	23
COc1ccc(CNC(=O)COC(=O)CCN2C(=O)C3CC=CCC3C2=O)cc1OC (stereo not drawn)	11	-11	1	-14	0.2	2	-5	-6	-11	1
O=C(CN1C(=O)NC2(CCCCCCC2)C1=O)NCc1ccc(F)cc1	0	0	-3	7	-1.2	2	-6	-1	-18	3
CNC(=S)NCC(O)c1ccc([N+](=O)[O-])cc1 (stereo not drawn)	0	0	0	-5	0.5	1	-6	-1	35	-2
CC(Sc1ncnc2sccc12)C(=O)Nc1ccc(C(N)=O)cc1 (stereo not drawn)	-26	26	-8	7	-0.7	-2	1	3	4	0
O=C(CNC(=O)Cn1ccc2ccccc2c1=O)NCCCN1CCN(c2cccc(Cl)c2)CC1	14	-14	-14	-6	2.1	0	9	-7	5	-1
CCN(C(=O)CSc1ccc2c(c1)OCCO2)C1CCS(=O)(=O)C1 (stereo not drawn)	23	-23	5	4	-0.6	-2	-17	-1	4	.
The results go on:
SMILES	SR-BI uptake up	SR-BI HDL uptake	RTF Ca sens inh	PKA-R2B act	C-LANA FP	DAGLB inh	PvdQ inh	Keap1 Nrf2 FP	Arrestin-AP2 inh	NSD2 inh
COc1cc(/C=N/Nc2cc(C)nc(NS(=O)(=O)c3ccccc3)n2)ccc1O	-10	10	-15	-5	-2.3	1	-6	-1	-3	5
Cc1ccc(C(=O)NNC(=O)Cn2ccc(C(F)(F)F)n2)o1	14	-14	-9	-12	0.1	0	11	2	5	-4
O=C(c1ccco1)c1cn[nH]c1-c1ccc(Cl)cc1O	-2	2	-2	2	0.9	2	-26	-4	3	-2
C=CCNC(=O)c1ccc(CN(c2ccc(OCC)cc2)S(=O)(=O)c2ccc(C)cc2)cc1	6	-6	-10	-2	3.8	-2	-6	0	-18	-2
CCOC(=O)C(NCc1ccccc1OC)(NC(C)=O)C(F)(F)F (stereo not drawn)	25	-25	-3	-11	-1.0	-2	-9	0	23	.
O=C(Cc1ccccc1)c1ccc(O)cc1	8	-8	7	3	-2.4	-1	-7	3	-2	-1
CS(=O)(=O)c1cccc(S(=O)(=O)N2CCCCCC2)c1	-17	17	-3	-5	0.4	-1	-7	-1	5	.
CCOP(C)(=O)C1(C(=O)OCc2ccccc2)CC1 (stereo not drawn)	.	.	5	-13	1.9	-1	3	-1	15	-2
Cc1cccc(NC(=O)c2ccc(COc3cccc4ccccc34)o2)n1	-4	4	15	2	0.0	-8	10	-5	23	-1
COc1ccc2nc(SCC(=O)N3CCNC3=O)[nH]c2c1	.	.	1	-8	-0.4	0	-5	-1	8	0
CCCCNS(=O)(=O)CCNCCc1ccccc1	-17	17	-1	3	-0.7	-2	-11	-2	-2	.
COc1ccc(/C=N/N2CCN(c3ccc(Cl)cc3)CC2)cc1O	-52	52	1	1	-0.7	-2	-24	-9	8	8
